# H1N1 NS1A inhibition – NS1A inhibition, H1N1 influenza, cell based functional assay (AID 504329); inhibition, % at 12.5 µM; hits with a dose series show IC50 in µM; actives 0.3% (n = 340,000); NS1A functional cell-based assay, percent inhibition; higher % means a stronger effect; in the data active = a potency from the dose series; inconclusive = inhibition above about 27% without an active follow-up result; note: strong numbers were not always called active
# tuberculosis growth – growth inhibition of non-replicating M. tuberculosis (AID 488890); Mycobacterium tuberculosis non-replicating, growth inhibition; higher % means a stronger effect; one-dose inhibition, % at 25 µM; IC50 in µM for titrated hits; actives 0.39% (n = 320,000); in the data active = a potency from the dose series; inconclusive = inhibition mostly from about 82% at the one dose, without a potency; inactive = the rest, 99 in 100 with inhibition below about 76%;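 note: plate controls were DMSO cells for no effect and high antibiotic wells for full effect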
# H37Rv inhibition – M. tuberculosis growth inhibition, HTS (AID 449762). M. tuberculosis H37Rv growth inhibition, 7H9 media; higher % means a stronger effect. inhibition, % at 25 µM; hits with a dose series show IC50 in µM. actives 0.59% (n = 330,000); in the data active = a potency from the dose series; inconclusive = inhibition above about 70% without an active follow-up result;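 note: bacterial growth assessed after seven days of incubation; strong numbers were not always called active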
# PhoP GFP inhibition – Inhibition of PhoP regulon, Salmonella typhi GFP reporter cells, confirmation, 4 h (AID 1850). Salmonella Typhi PhoP-promoter GFP reporter, fluorescence, 4 h; higher % means a stronger effect. actives 0.33% (n = 310,000). one-dose inhibition, % at 50 µM; IC50 in µM for titrated hits; in the data active = a potency from the dose series; inconclusive = inhibition mostly from about 25% at the one dose, without a potency; inactive = the rest, 99 in 100 with inhibition below about 19%;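 note: 0% = induced wells with vehicle and 100% = uninduced wells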
# VEEV TC-83 Vero – inhibitors of VEEV TC-83 cytopathic effect, confirmation, Vero cells (AID 588727); inhibition, % at 20 µM, or IC50 in µM where a hit was titrated; actives 0.13% (n = 350,000); Vero cells, VEEV TC-83 cytopathic effect inhibition; higher % means a stronger effect; in the data active = a potency from the dose series; inconclusive = inhibition mostly from about 14% at the one dose, without a potency; inactive = the rest, 99 in 100 with inhibition below about 12%; note: strong numbers were not always called active
# VEEV TC-83 Vero 10K pilot screen – also measured in VEEV TC-83 Vero; calls as there; inhibition, %; measured here: 10K pilot screen inhibition
# The depositor's hits bear a star; i = inactive; ? = inconclusive; . = no result given.
SMILES,H1N1 NS1A inhibition,tuberculosis growth,H37Rv inhibition,PhoP GFP inhibition,VEEV TC-83 Vero,others
COc1ccc(O)c(C(=O)c2cnc3c(c2)c(C)nn3C)c1,6%,1%,0%,-12%,3.6%,
OC[C@H]1O[C@H](OCCc2ccc(O)cc2)[C@H](O)[C@@H](O)[C@@H]1O,0%,2%,-10%,.,0.4%,VEEV TC-83 Vero 10K pilot screen=0.4
COc1ccccc1N1CCN(C(=O)CC2NC3CCCCC3NC2=O)CC1 (configuration not stated),.,-8%,-2%,-4%,.,
O=C(CN1CCN(S(=O)(=O)c2ccccc2Cl)CC1)NCC1(N2CCOCC2)CCCCC1,-3%,.,.,.,6.4%,
COc1cc2c(cc1NC(=O)C(C)OC(=O)/C=C/c1ccc(OC(F)F)cc1)oc1ccccc12 (configuration not stated),-2%,16%,31%,0%,5.7%,
C[C@@H]1CN(Cc2nc(-c3ccc(Cl)cc3)no2)C[C@H](C)O1,-11%,45%,-6%,2%,0.3%,
Cc1ccc(CS(=O)(=O)CCC(=O)NCc2ccccn2)cc1,-3%,0%,-5%,1%,0.5%,
CC(C)CN(C(=O)c1ccc(F)cc1F)c1c(N)n(CC(C)C)c(=O)[nH]c1=O,8%,1%,3%,-26%,2.1%,
Oc1cc2c(cc1O)C(c1ccccc1)CNCC2 (configuration not stated),6%,-10%,7%,-14%,i,
CCC(C)n1c(SCC(=O)NC(=O)c2cccn2C)nc2ccccc2c1=O (configuration not stated),8%,0%,-5%,17%,5.8%,
CN1CCc2c(sc(NC(=O)CS(=O)(=O)c3ccccc3)c2C(N)=O)C1,6%,4%,0%,-5%,0.3%,
Cc1ccc(OCC(=O)Nc2cccc(O)c2)cc1C,15%,69%,-11%,8%,i,

# Next section (2 carried over from the part before).
SMILES,H1N1 NS1A inhibition,tuberculosis growth,H37Rv inhibition,PhoP GFP inhibition,VEEV TC-83 Vero,others
CN1CCc2c(sc(NC(=O)CS(=O)(=O)c3ccccc3)c2C(N)=O)C1,6%,4%,0%,-5%,0.3%,
Cc1ccc(OCC(=O)Nc2cccc(O)c2)cc1C,15%,69%,-11%,8%,i,
Cc1cccc(OCCN2CCOCC2)c1C,-7%,-22%,2%,-4%,0.8%,
CCC(C)(C)NC(=O)c1cc(S(=O)(=O)N2CCCCC2)ccc1N1CCOCC1,-5%,-12%,-5%,5%,i,
CCn1c(CNC(=O)c2cccc(C)c2)nnc1SCC(=O)Nc1nnc(C)s1,-21%,-12%,-7%,2%,1.3%,
COc1ccc(S(=O)(=O)N2CCC(C(=O)NCC3CC3)CC2)cc1,10%,2%,-4%,3%,0.4%,
CC1(C)NC(=O)N(CC(=O)N2CCN(S(=O)(=O)c3ccccc3C(F)(F)F)CC2)C1=O,5%,-12%,-14%,.,0.4%,
COC(=O)[C@@H](Cc1ccccc1)NC(=O)CC[C@H]1O[C@@H](n2cc(C)c(=O)[nH]c2=O)C[C@@H]1O,-5%,.,.,.,i,
CC1(c2ccc(OC(F)F)cc2)NC(=O)N(CC(=O)Nc2ccc(OC(F)F)cc2)C1=O (configuration not stated),4%,3%,-1%,-3%,7.0%,
CSc1ncccc1C(=O)NC1CCN(Cc2ccccc2)CC1,-17%,6%,-19%,-7%,2.1%,
COc1cc2c(cc1O)C(SC)=NC(C)(C)C2,-1%,?,49%,10%,i,
O=C(CCC(=O)Nc1ccccc1Cl)NNC(=O)COc1ccc([N+](=O)[O-])cc1,-2%,2%,1%,.,1.6%,
O=[N+]([O-])c1cccc(CSC2=NCCN2S(=O)(=O)c2ccccc2)c1,-5%,6%,2%,3%,6.0%,
CC(=O)Nc1ccc(S(=O)(=O)N(C2=NCC(C)S2)c2ccccc2)cc1 (configuration not stated),-6%,16%,2%,-6%,5.2%,
Cc1ccc2c(Cl)cc(Cl)c(OCC(=O)Nc3cccc(S(=O)(=O)N(C)C)c3)c2n1,-6%,79%,50%,-3%,0.7%,
CCc1nnc(NS(=O)(=O)c2ccc(NC(=O)c3cccc(Cl)c3)cc2)s1,-15%,38%,5%,6%,2.3%,
COC(=O)c1ccc(NC(=O)Nc2ccc(F)cc2)cc1,0%,37%,1%,4%,7.7%,
Cc1ccc(C2C3=C(CC(C)(C)CC3=O)N=C3c4ccccc4C(=O)C32)cc1 (configuration not stated),23%,75%,66µM*,1%,9.4%,
CC(C)C[C@H]1COCCS(=O)(=O)N1Cc1cccc(Cl)c1,5%,-4%,3%,-9%,0.4%,
CC(=O)Oc1ccc(C(=O)[C@H]2[C@H]3C(=O)N(c4ccc(C)cc4)C(=O)[C@H]3[C@@H]3C=CC=NN32)cc1,4%,17%,14%,-1%,2.1%,VEEV TC-83 Vero 10K pilot screen=1.6
O=C(NNS(=O)(=O)c1ccc(F)cc1)c1cccc(O)c1,-4%,4%,10%,4%,0.8%,
OCC[C@H]1C[C@H](O)[C@@H](O)[C@@]2(Cc3ccccc3CCO2)O1,3%,-12%,-7%,10%,3.0%,
Cc1nc2ccc(NC(=O)Cc3ccc(Br)cc3)cc2s1,0%,16%,-1%,2%,1.0%,
Cc1cc(C(=O)N(C)C)sc1-c1ccccc1,-9%,18%,-1%,-8%,3.7%,
CCOc1ccc(NC(=O)CN2CCN(CC(=O)Nc3ccc4c(c3)OCCO4)CC2)cc1,-3%,8%,-3%,1%,i,
CC1CCCCN1CCn1c(=S)[nH]c2cc3c(cc2c1=O)OCO3 (configuration not stated),-3%,.,-9%,1%,0.5%,
NS(=O)(=O)c1ccc(O)c(N2C(=O)c3cccc4c(C(=O)O)ccc(c34)C2=O)c1,3%,-14%,-1%,-4%,1.8%,
CCc1c(C)nc2ncnn2c1N1CCC(C(=O)N2CCN(c3ccc(F)cc3)CC2)CC1,1%,10%,4%,-3%,2.7%,
Nc1c(S(=O)(=O)c2ccccc2)c2nc3ccccc3nc2n1Cc1ccco1,-3%,20%,-10%,2%,6.3%,
COC(=O)c1ccccc1S(=O)(=O)N1CCC(C(=O)Nc2ccccc2N2CCOCC2)CC1,-7%,.,.,.,5.3%,
CN(C)/C=N/c1c(C#N)cnn1-c1ccccc1,-9%,-11%,-1%,-11%,0.2%,
O=C(O)c1c(C(=O)O)c(-c2ccc(F)cc2)n2c1CCC2,1%,7%,12%,3%,0.8%,
C#CCNC(=O)C(C)c1ncc(C(F)(F)F)cc1Cl (configuration not stated),-12%,-10%,-4%,-1%,i,
Cc1sc2ncn(CC(=O)N3CCCC(C)C3)c(=O)c2c1S(=O)(=O)N1CCCCC1 (configuration not stated),6%,-12%,-10%,-2%,1.0%,
CC(C)C(=O)Nc1cccc(C(=O)Nc2ccc(S(=O)(=O)Nc3nccs3)cc2)c1,8%,20%,-5%,13%,0.2%,
Cc1nn(-c2ccccc2)c2nc(C(F)F)cc(C(F)F)c12,2%,-18%,-9%,.,i,
CCOC(=O)N1CCN(C(=O)c2ccc3c(=O)n(Cc4ccccc4)c(=S)[nH]c3c2)CC1,0%,32%,1%,1%,4.9%,
CCc1c(C)nc2c(C#N)c(C)[nH]n2c1=O,-4%,-9%,-3%,-7%,0.2%,

# Three structures out of the list, sorted by SMILES length, highest first.
SMILES,H1N1 NS1A inhibition,tuberculosis growth,H37Rv inhibition,PhoP GFP inhibition,VEEV TC-83 Vero,others
O=C(CN1CCN(S(=O)(=O)c2ccccc2Cl)CC1)NCC1(N2CCOCC2)CCCCC1,-3%,.,.,.,6.4%,
C[C@@H]1CN(Cc2nc(-c3ccc(Cl)cc3)no2)C[C@H](C)O1,-11%,45%,-6%,2%,0.3%,
CSc1ncccc1C(=O)NC1CCN(Cc2ccccc2)CC1,-17%,6%,-19%,-7%,2.1%,

# Additional compounds follow:
SMILES,H1N1 NS1A inhibition,tuberculosis growth,H37Rv inhibition,PhoP GFP inhibition,VEEV TC-83 Vero,others
COc1ccc(S(=O)(=O)n2nc(C)c(S(=O)(=O)N3CCOCC3)c2C)cc1OC,.,-4%,1%,7%,.,
CC(C)CCNC(=O)NC(=O)CSc1nnc(-c2ccccc2Br)o1,-2%,?,-5%,-18%,i,
O=C(Nc1ccc(Nc2ccccc2)cc1)c1ccco1,14%,15%,-4%,10%,0.8%,
COc1ccc(-c2noc(=O)n2Cc2ccccc2Cl)cc1,22%,-10%,6%,8%,1.3%,
COc1ccc(-c2nnc3ccc(SCC(N)=O)nn23)cc1OC,23%,5%,0%,2%,5.7%,
CCOC(=O)c1cc(C#N)c(SCC(=O)O)[nH]c1=O,3%,-9%,10%,8%,i,
O=C1CCCc2c1nc(-c1ccccc1)n2O,-7%,-2%,-6%,-7%,i,
O=c1[nH]nc(N/N=C/c2ccccc2OC(F)F)c(=O)[nH]1,9%,-1%,2%,11%,3.7%,
O=c1oc2ccccc2n1CCn1c2ccccc2c2nc3ccccc3nc21,-22%,-4%,3%,2%,4.5%,
C=CCN(CC=C)C(=O)Nc1ccc2nc(C)sc2c1,-20%,5%,-1%,7%,i,
CCOP(=O)(OCC)C(O)c1cc(OC)c(OC)c(OC)c1 (configuration not stated),-4%,-16%,0%,6%,1.0%,
O=C(CNC(=O)c1ccc(Cl)cc1)OCn1nnc2ccccc2c1=O,-8%,-10%,2%,.,i,

# Five records picked at random from those above:
SMILES,H1N1 NS1A inhibition,tuberculosis growth,H37Rv inhibition,PhoP GFP inhibition,VEEV TC-83 Vero,others
COc1ccc(-c2nnc3ccc(SCC(N)=O)nn23)cc1OC,23%,5%,0%,2%,5.7%,
O=c1[nH]nc(N/N=C/c2ccccc2OC(F)F)c(=O)[nH]1,9%,-1%,2%,11%,3.7%,
COc1ccc(S(=O)(=O)n2nc(C)c(S(=O)(=O)N3CCOCC3)c2C)cc1OC,.,-4%,1%,7%,.,
CCOC(=O)c1cc(C#N)c(SCC(=O)O)[nH]c1=O,3%,-9%,10%,8%,i,
O=C(CNC(=O)c1ccc(Cl)cc1)OCn1nnc2ccccc2c1=O,-8%,-10%,2%,.,i,

# (list continues)
SMILES,H1N1 NS1A inhibition,tuberculosis growth,H37Rv inhibition,PhoP GFP inhibition,VEEV TC-83 Vero,others
S=C(c1ccc2c(c1)OCO2)N1CCN(c2cccc(Cl)c2)CC1,-1%,.,.,.,4.2%,
COC(=O)c1c(C)oc(C)c1S(=O)(=O)N(Cc1ccccc1)C(C)C,.,5%,4%,4%,i,
Cc1ccc(CN2CCN(C/C(Cl)=C/c3ccccc3)CC2CCO)o1 (configuration not stated),5%,30%,0%,-8%,i,
C=CCn1c(SCC(N)=O)nc2nc3c(cc2c1=O)COC(C)(C)C3,7%,-10%,-4%,13%,i,
Cc1ccc2nsnc2c1NC(=O)COc1ccccc1F,4%,10%,2%,-14%,i,
Cc1nnc(N2CCOCC2)c2ccccc12,1%,45%,-8%,-7%,i,
C/C(=N\NC(=S)NC1CCCCC1)c1cccs1,8%,?,?,1%,0.9%,
CCOc1ccc(-c2nnc3sc(COc4ccccc4)nn23)cc1,-1%,10%,-2%,-11%,i,
CCOC(=O)c1sc2nc(CC(=O)OC)nc(NCc3ccc(F)cc3)c2c1C,27%,7%,2%,-2%,3.8%,
CN(/N=C/c1ccc([N+](=O)[O-])o1)c1ccccc1,?,i,?,-3%,i,
Cc1ccc(-n2nc3c(N4CCC(C(=O)NCCc5ccccc5C)CC4)nnc(C)c3c2C)cc1,-5%,13%,6%,-10%,i,
O=S(=O)(Nc1ccc(Cc2ccncc2)cc1)c1cccs1,-4%,22%,2%,21%,0.6%,
